# OX1R antag-1 = blocks the human orexin 1 receptor | O43613 | CHO/OX1R cells, Fluo-8 calcium fluorescence, orexin A | inhibition, % at 5 µM | actives 0.43% (n = 330,000) | AID 434989;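 active = inhibition above its plate's threshold, mean inhibition of all tested compounds on the plate plus 3 SD, cut at about 37% in these data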;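 note: 0% = orexin A challenge wells and 100% = SB-334867-A antagonist wells; not every result past the cut was called active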
# Target sequence (O43613 whole entry, looked up): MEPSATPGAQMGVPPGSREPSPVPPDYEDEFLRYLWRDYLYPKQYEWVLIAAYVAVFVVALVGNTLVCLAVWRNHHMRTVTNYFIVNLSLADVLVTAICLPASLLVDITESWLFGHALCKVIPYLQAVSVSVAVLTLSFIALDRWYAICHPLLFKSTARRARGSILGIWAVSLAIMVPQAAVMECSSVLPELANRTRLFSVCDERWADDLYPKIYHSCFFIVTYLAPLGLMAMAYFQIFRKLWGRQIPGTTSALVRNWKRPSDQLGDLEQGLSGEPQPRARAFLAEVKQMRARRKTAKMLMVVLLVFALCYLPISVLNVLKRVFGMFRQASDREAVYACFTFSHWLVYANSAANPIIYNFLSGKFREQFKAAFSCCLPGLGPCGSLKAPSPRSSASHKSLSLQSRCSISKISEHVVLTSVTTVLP
# OX1R antag-2 = blocks the human orexin 1 receptor; inhibition, % at 6.6 µM; actives 1.8% (n = 330,000); OX1R-expressing cells, FRET antagonist read-out; O43613; AID 485270; in the data active = inhibition mostly above about 38%, no sharp cut-off; inactive = mostly below about 40%;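 note: 0% = agonist challenge alone and 100% = reference antagonist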
# * hit, by the source's call.
no.	smiles	OX1R antag-1	OX1R antag-2
1	Cc1nc(N)c(CC(Br)CBr)c(Cl)n1 (stereo unspecified)	7.7	1.9
2	COc1ccc(-c2c(NCCc3ccccc3)c(=O)c2=O)cc1	18.8	-2.4
3	O=C(/C(=C/O)N=Nc1ccccc1)c1ccco1	-28.2	24.8
4	CC1Sc2ccc(C(=O)Nc3ccccc3OC(F)F)cc2NC1=O (stereo unspecified)	-16.8	2.4
5	COc1cc(C(=O)NC(c2ccccc2)c2ccccc2)cc(Cl)c1OC	-30.2	25.4
6	C=CCc1ccc(OCC(O)CN2CCC(Cc3ccccc3)CC2)c(OC)c1 (stereo unspecified)	14.6	26.4
7	O=C(CN1CC(=O)Oc2ccccc21)OCC(=O)c1cccc(Br)c1	11.4	25.2
8	c1cncc(-c2nn3c(Cn4nnc5ccccc54)nnc3s2)c1	1.7	3.6
9	Cc1ccc(F)cc1NS(=O)(=O)c1ccc(Cl)s1	14.2	17.8
10	CCn1ccnc1CNC(=O)C1CCC(=O)N(Cc2ccccc2F)C1 (stereo unspecified)	-4.5	1.6
11	CCN(CC)C(=O)C1CCCN(Cc2ccccc2F)C1 (stereo unspecified)	-12.7	8.0
12	CCc1cc(C(=O)N=Nc2c(O)[nH]c3c(Br)cc(Br)cc23)c2ccccc2n1	-43.2	15.8
13	C/C=C/C=C\C(=O)Nc1cccc(C2=NOC3(C2)C[C@H](C(N)=O)N(C(=O)/C=C/C)C3)c1 (stereo partly specified)	-0.9	15.0
14	O=C(Nc1ccc(S(=O)(=O)N2CCCC2)cc1Cl)C1=COCCO1	-0.6	6.0
15	CCCn1c(=O)c2c(nc3n2CC(C)CN3Cc2ccccc2)n(C)c1=O (stereo unspecified)	-10.5	17.0
16	Cc1ccc(NC(=O)CN2CCC(C(N)=O)CC2)cc1[N+](=O)[O-]	2.9	50.4*
17	N#C/C(=C(/O)c1ccco1)c1nc2ccccc2[nH]1	-26.2	9.1
18	COc1ccccc1C(=O)NCCC(=O)NCc1ccccn1	-8.4	0.8
19	CCCCOC(=O)Cn1c(=O)c2c(nc(Br)n2Cc2ccccc2)n(C)c1=O	-41.1	22.8
20	CN(C)CC/C=C1/c2ccccc2COc2ccccc21	-22.4	13.3
21	CCCc1c(O)nc(SC2CC(=O)N(c3ccc(OC)cc3)C2=O)[nH]c1=O (stereo unspecified)	-6.5	10.1
22	Cc1ccc(-c2nnn(CC(=O)N(CC3CCCO3)C(C(=O)NC(C)(C)C)c3ccc(F)cc3)n2)o1 (stereo unspecified)	-33.2	8.1
23	COc1ccc(-n2cccc2/C=C2/NC(=O)N(c3cccc(Cl)c3)C2=O)cc1	4.3	3.2
24	Cc1noc(C)c1C(=O)OCC(=O)Nc1ccc(N2CCOCC2)cc1	-4.2	-0.6
25	COc1cc(CN2CCN(S(=O)(=O)c3ccccc3)CC2)cc(OC)c1OC	-17.0	8.5
26	O=c1c(Cl)c(N/N=C/c2ccc(Br)cc2)cnn1-c1ccccc1	-20.7	4.6
27	Fc1ccc(C(Nc2ccccn2)c2c[nH]c3ccccc23)cc1 (stereo unspecified)	3.0	0.0
28	COc1ccccc1C(=O)NCCC(=O)Nc1ccc(S(=O)(=O)Nc2ncccn2)cc1	-5.1	0.2
29	O=C(COc1ccc(Cl)cc1)NCc1nnc(SCC(=O)N2CCCC2)o1	-11.6	7.4
30	COc1cccc(OC)c1C(=O)Nc1cccc(C(=O)Nc2cccc(C(=O)O)c2)c1	-11.1	-2.4
31	Cc1ccc(S(=O)(=O)N2CCN(C(=O)CN3CCN(C)CC3)C2)cc1	-2.7	9.5
32	CCCN1CCN(C(=O)Cn2nc(CC)n3c(cc4sccc43)c2=O)CC1	-23.1	19.9
33	CCN(CC)C(=S)NCCc1ccccc1	-11.6	3.0
34	CC(=O)Nc1cccc2c1C(=O)N(c1ccccc1C)C2=O	-17.5	9.6
35	Cc1cccc(N(CC(=O)NC2CCCCC2)C(=O)c2c(C)noc2C)c1	-17.4	3.9
36	Cc1ccc(-c2nnc(N3CCCCC3)c3ccccc23)cc1S(=O)(=O)N1CCN(C)CC1	-31.1	7.1
37	COc1cc(NC(=O)c2cccs2)c(C(=O)OCC(=O)c2cc(C)n(-c3ccc(F)cc3)c2C)cc1OC	-4.1	5.8
38	Cc1ccc(N(CCC#N)C(=O)COC(=O)C2CCN(S(=O)(=O)c3ccc4c(c3)OCCO4)CC2)cc1	-8.9	14.2
39	Cc1cccc(NC(=O)Nc2cnccn2)c1C	-4.8	22.4
40	Cc1ccc(Cl)cc1N1CCN(C(=O)c2ccc(CS(=O)Cc3ccc(Cl)cc3)o2)CC1 (stereo unspecified)	-31.4	16.0
41	CCN1C(=O)CC(N2CCN(CC(=O)NC(C)C)CC2)C1=O (stereo unspecified)	1.0	-1.9
42	CC(C)Oc1ccccc1C1NC(=O)CCC1[N+](=O)[O-] (stereo unspecified)	-21.4	-1.6
43	O=C(O)c1cccc(Nc2ccnc(Nc3cccc(C(=O)O)c3)n2)c1	-5.7	-1.3
44	O=C(NCc1ccccc1CN1CCCC1)c1cccc(S(=O)(=O)N2CCOCC2)c1	-16.9	-2.1
45	CC(C)[C@H](NC(=O)Nc1cccc(Br)c1)C(=O)O	13.1	26.5
46	Clc1ccc(N/N=C/c2cccs2)nn1	-26.7	50.5
47	Cc1cc(C)c2c(-n3cccc3)c(NC(=O)OCc3ccccc3)sc2n1	-34.2	19.0
48	Cc1ccc(Sc2cnccc2C#N)cc1	-5.4	-6.4

# Three of the compounds above, field by field:
43: O=C(O)c1cccc(Nc2ccnc(Nc3cccc(C(=O)O)c3)n2)c1
  OX1R antag-1 = -5.7
  OX1R antag-2 = -1.3

41: CCN1C(=O)CC(N2CCN(CC(=O)NC(C)C)CC2)C1=O (stereo unspecified)
  OX1R antag-1 = 1.0
  OX1R antag-2 = -1.9

42: CC(C)Oc1ccccc1C1NC(=O)CCC1[N+](=O)[O-] (stereo unspecified)
  OX1R antag-1 = -21.4
  OX1R antag-2 = -1.6

# The list goes on.
no.	smiles	OX1R antag-1	OX1R antag-2
49	NS(=O)(=O)c1ccc(N/N=C/c2ccc(O)cc2O)c([N+](=O)[O-])c1	4.0	20.3
50	CC(C)CCn1c(=O)[nH]c2ccccc21	-5.6	5.3
51	CCc1c(C)nc2c(C#N)c[nH]n2c1=O	-6.2	-1.2
52	COc1cc(C#Cc2ccc3cc(CCCO)oc(=O)c3c2)cc(OC)c1	37.7	19.6
53	CC1CCN(C(C)C(=O)Nc2ccccc2-c2ccccc2)CC1 (stereo unspecified)	-31.7	10.6
54	CC(=O)Nc1ccc(S(=O)(=O)N2CCC(c3nc4ccc(C)cc4[nH]3)CC2)cc1	0.5	20.9
55	Cn1nccc1C(=O)N1CCc2ccccc21	-9.5	19.6
56	CN(CC(=O)Nc1c(Cl)cccc1Cl)C(=O)c1ccc2nc[nH]c2c1	-14.8	10.3
57	NS(=O)(=O)c1ccc(CNC(=O)CC23CC4CC(CC(C4)C2)C3)cc1	-5.7	17.9
58	CN(CC(=O)Nc1c(Cl)cccc1Cl)C(=O)CNC(=O)c1ccc2ccccc2c1	-31.7	16.0
59	Cc1ccc(S(=O)(=O)N(C)C)cc1NC(=O)COC(=O)CNC(=O)C12CC3CC(CC(C3)C1)C2	-12.3	11.1
60	CCOCCc1nnc(NC(=O)CSc2ccccc2)s1	-12.6	7.9
61	COc1cccc(NC(=O)COC(=O)c2c(C)nn(-c3ccccc3)c2C)c1	2.9	6.9
62	CC(CC1C(C#N)=C(N)OC2=C1C(=O)CCC2)c1ccccc1 (stereo unspecified)	-24.4	25.6
63	Cc1cc(C)n(-c2ccc(C(=O)NCc3cccs3)cc2)n1	-8.2	6.2
64	Cc1ccc(NC(=O)CN(C)C(=O)COc2cccc3ccc(C)nc23)cc1	-11.7	13.0
65	COc1ccc(CC(=O)NNC(=O)CSc2nc(C)c(C)c(=O)[nH]2)cc1	-16.6	12.2
66	CC(=O)CCc1oc2ccc([N+](=O)[O-])cc2c1-c1ccc(C)o1	-22.5	15.0
67	COc1ccnc(Oc2ccc(F)cc2)c1C(=O)N/C=N/OCc1ccc(F)cc1	2.9	4.6
68	CS(=O)(=O)N1CCC(C(=O)Nc2ccc(F)cc2F)CC1	-3.5	5.6
69	CCOc1c(OC)cccc1C(=O)NCC1(c2ccccc2)CCCC1	-28.7	-2.4
70	CO/N=C/C(=N\Nc1ccc(C)cc1)C(=O)c1ccc(OC)cc1	-15.8	4.9
71	O=C(c1cc(-c2cccc(O)c2)on1)N1CCN(C(c2ccccc2)c2ccccc2)CC1	21.8	-8.9
72	CC(C)CCC(=O)N1CCOC1=O	-20.7	15.4
73	C/C=C/C(=O)Nc1cccc(C2=NOC3(C2)C[C@H](C(N)=O)N(C(=O)/C=C/C)C3)c1 (stereo partly specified)	-17.3	19.9
74	C[C@H]1CN=C(N(C)C)N1CC1CCC(C(C)(C)C)CC1 (stereo partly specified)	-12.2	17.8
75	CCc1ccc(N2CC(C(=O)NCCC3=CCCCC3)CC2=O)cc1 (stereo unspecified)	-19.6	-3.2
76	CS(=O)(=O)c1ccc(Cl)c(C(=O)OCC(=O)NC2CCCCCCC2)c1	-25.9	18.7
77	O=C(CNC(=O)c1ccc(N2C(=O)c3ccccc3C2=O)cc1)OCC(=O)c1ccccc1	-10.9	18.6
78	Cc1c(NC(=O)c2ccc3ncccc3c2)c(=O)n(-c2ccccc2)n1C	-8.6	5.3
79	Cc1cc(C(=O)OC(C)C(=O)Nc2cccc(S(=O)(=O)N3CCOCC3)c2)c(C)o1 (stereo unspecified)	-26.7	9.2
80	CC1=C(C#N)C(=O)N(C)C(C)(C)C1	-13.3	20.1
81	CCC(=O)Nc1cccc(C2=NOC3(C2)C[C@@H](C(N)=O)N(C(=O)CC(c2ccccc2)c2ccccc2)C3)c1 (stereo partly specified)	-8.4	2.4
82	COc1ccc2c(c1OC)C(=O)N1c3ccccc3C(=O)N(c3ccccc3)C21 (stereo unspecified)	-24.0	18.4
83	Nc1c(C(=O)N2CCCC2)sc2nc3c(cc12)CCCCCC3	-34.5	23.3
84	Cn1c(Cn2c(=O)sc3ccccc32)nnc1SCC(=O)Nc1ccc(F)cc1	-22.5	3.9
85	CCOC(=O)C1(O)CC(C)=NN1C(=O)c1cccc(Br)c1 (stereo unspecified)	-14.5	17.2
86	O=S(=O)(c1cc(Br)ccc1Br)N1CCCCCC1	-5.3	6.9
87	CCc1nnc(NC(=O)C2CCCN2C(=O)Nc2ccccc2OC)s1 (stereo unspecified)	-12.3	7.5
88	OCCn1c(C(F)(F)F)nc2ccccc21	-3.7	33.5
89	N#Cc1cc(-c2ccccc2)oc1NC(=O)c1ccccc1	-3.6	49.4
90	CN1C(=O)c2ccc(NC(=O)CSc3ccccc3)cc2C1=O	3.3	15.9
91	Cc1sc(NC(=O)c2ccc(Cl)s2)c(C(N)=O)c1C	-6.1	47.5*
92	COc1ccc(Cl)cc1C(=O)Nn1cnc2ccccc2c1=O	-9.4	-1.6
93	C/C(CC(=O)Nc1ccc(N(C)C)cc1)=N\NC(=O)c1ccccc1O	-10.7	11.8
94	Cc1cc2c3nonc3ccc2n1C	-3.8	10.6
95	CSc1nnc(-c2ccc(S(=O)(=O)N3CCOCC3)cc2)n1CC1CCCO1 (stereo unspecified)	-10.8	6.4
96	COc1ccc(S(=O)(=O)Cc2ccc(C(=O)NC3CCCC3)o2)cc1	-20.7	13.4
97	COc1ccc(N(CC(=O)NC2CCCCC2)C(=O)c2ccc(C)s2)cc1OC	-9.3	32.6
98	COC(=O)c1cc(OC)c(OC)cc1NC(=O)CN1CCCCC1	-10.7	14.6
99	COCCN(C(=O)COC(=O)c1cccnc1SC)c1c(N)n(Cc2ccccc2)c(=O)[nH]c1=O	-19.3	9.1
100	Cc1ccc(/C=C/C(=O)OCC(=O)NCCN2C(=O)CSC2=O)o1	-2.8	-5.5
101	OC(c1ccccc1)(c1ccccc1)C1CCN(C(=S)Nc2ccc(F)cc2)CC1	-10.4	16.3
102	CS(=O)(=O)Nc1ccc2c(c1)OCC(=O)N2Cc1ccccc1	-8.7	18.6
103	CCOC(=O)c1c(C)[nH]c(C=C2C(=O)CCCC2=O)c1O	-12.5	15.0
104	Cc1cc(N)ccc1N1CCCC1	-3.5	15.6

# Next section, starting with the last 5 of the part before.
no.	smiles	OX1R antag-1	OX1R antag-2
100	Cc1ccc(/C=C/C(=O)OCC(=O)NCCN2C(=O)CSC2=O)o1	-2.8	-5.5
101	OC(c1ccccc1)(c1ccccc1)C1CCN(C(=S)Nc2ccc(F)cc2)CC1	-10.4	16.3
102	CS(=O)(=O)Nc1ccc2c(c1)OCC(=O)N2Cc1ccccc1	-8.7	18.6
103	CCOC(=O)c1c(C)[nH]c(C=C2C(=O)CCCC2=O)c1O	-12.5	15.0
104	Cc1cc(N)ccc1N1CCCC1	-3.5	15.6
105	Cc1ccc(CSc2nnc(-c3ccncc3)n2C)cc1	-17.1	9.5
106	CC(C)(C)c1ccc(Cn2c(=N)n(CC(O)c3ccco3)c3ccccc32)cc1 (stereo unspecified)	-15.9	-11.8
107	CC1CC(C)(C)CC2(C1)NC(=O)N(CC(=O)Nc1nccs1)C2=O (stereo unspecified)	-6.9	16.1
108	COc1ccc(N/C=C/c2nc(SC)nnc2C)cc1	-18.6	11.1
109	Cc1ccccc1CN(CC(=O)Nc1cccc([N+](=O)[O-])c1)S(=O)(=O)c1ccc(Cl)cc1	5.4	24.0
110	CCn1c(C)cc(C)c(C#N)c1=O	-11.6	8.1
111	CCN1CCN(c2ccc(NC(=O)COc3ccccc3Cl)cc2)CC1	-20.8	10.1
112	Cc1ccc(/C=N/NC(=O)CN2CCN(Cc3ccccc3Cl)CC2)o1	-30.3	0.0
113	CN1CC(=O)N(CC(=O)Nc2cccc3ccccc23)C1=O	-7.8	6.5
114	Cc1[nH]c2ccccc2c1C(=O)C(=O)NCCc1c[nH]c2ccccc12	-9.7	36.0
115	O=C1Nc2ccccc2C1Cc1ccccc1 (stereo unspecified)	-21.9	3.4
116	CC(C)(C)c1cc(NC(=O)c2cccc([N+](=O)[O-])c2)no1	-9.5	23.8
117	Cc1ccc(C(=O)Cc2ccccc2)o1	-23.3	25.4
